BAP1 inh: human BAP1 deubiquitinase inhibition; Q92560; recombinant BAP1, Ub-AMC hydrolysis fluorescence kinetic; stronger effect = lower value; activity remaining (% of control), % at 20 µM; 0.48% of 72,000 active; AID 436;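 active means activity remaining at or below 50% of control, provided the compound also passes the data quality filters; inactive means the rest, including low values that fail the filters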;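 further: 100% = DMSO wells rate and 0% = substrate alone blank rate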
Target sequence (Q92560 whole entry, looked up): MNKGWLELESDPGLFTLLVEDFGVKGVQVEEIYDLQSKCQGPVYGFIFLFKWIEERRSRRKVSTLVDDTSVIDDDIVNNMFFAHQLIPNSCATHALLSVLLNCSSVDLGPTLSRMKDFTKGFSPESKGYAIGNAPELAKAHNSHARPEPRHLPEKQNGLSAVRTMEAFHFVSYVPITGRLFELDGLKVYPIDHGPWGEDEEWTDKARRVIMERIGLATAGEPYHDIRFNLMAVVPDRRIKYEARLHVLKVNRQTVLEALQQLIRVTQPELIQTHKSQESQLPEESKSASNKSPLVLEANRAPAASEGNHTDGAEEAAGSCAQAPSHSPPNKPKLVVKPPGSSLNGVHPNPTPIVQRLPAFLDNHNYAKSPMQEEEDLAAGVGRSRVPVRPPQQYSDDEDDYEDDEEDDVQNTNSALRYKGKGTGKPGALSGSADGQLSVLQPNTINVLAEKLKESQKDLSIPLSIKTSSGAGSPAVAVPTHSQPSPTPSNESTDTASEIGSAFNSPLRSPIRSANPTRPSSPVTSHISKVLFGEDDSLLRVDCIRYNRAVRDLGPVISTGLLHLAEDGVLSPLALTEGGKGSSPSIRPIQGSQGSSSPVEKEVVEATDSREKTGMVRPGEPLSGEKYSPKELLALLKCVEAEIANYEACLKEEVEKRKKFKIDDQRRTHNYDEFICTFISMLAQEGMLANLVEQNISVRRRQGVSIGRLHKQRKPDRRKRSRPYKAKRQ
HePTP inhibitor: blocks human HePTP tyrosine phosphatase; 0.64% of 110,000 active; AID 521; inhibition, % at 20 µM; P35236; recombinant HePTP phosphatase activity, OD absorbance; in the data active means inhibition above about 50%;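 further: plate controls were vehicle for no effect and reference inhibitor for full effect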
Target sequence (P35236 whole entry, looked up): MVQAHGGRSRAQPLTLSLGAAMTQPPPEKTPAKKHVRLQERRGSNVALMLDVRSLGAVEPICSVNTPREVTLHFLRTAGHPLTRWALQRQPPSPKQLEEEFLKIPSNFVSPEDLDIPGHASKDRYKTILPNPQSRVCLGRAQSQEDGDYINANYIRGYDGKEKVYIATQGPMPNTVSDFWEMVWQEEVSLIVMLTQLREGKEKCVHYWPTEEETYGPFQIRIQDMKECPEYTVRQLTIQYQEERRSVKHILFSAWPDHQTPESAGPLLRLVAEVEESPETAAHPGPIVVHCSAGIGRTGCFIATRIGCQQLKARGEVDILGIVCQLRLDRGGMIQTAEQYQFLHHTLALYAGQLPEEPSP
Numbers without * were called inactive; nt = not tested or not shown; & = joins results of further samples.

Results follow in this order: HePTP inhibitor, BAP1 inh
> N#C/C(=C\c1ccc(-c2ccccc2[N+](=O)[O-])o1)c1nn(-c2ccccc2)c(N)c1C#N
→ 18, nt
> O=C(CSc1nc(O)cc(=O)n1-c1ccccc1)NCc1ccccc1
→ 8, 91
> COc1ccc(N2COc3ccc4c5c(c(=O)oc4c3C2)CCC5)cc1
→ 8, nt
> O=C(Oc1cccnc1)c1cc2ccccc2oc1=O
→ 3, 134
> Cn1c(SCC2CCCCC2)nnc1-c1ccncc1
→ 10, 90
> COc1ccc(OC)c(NC(=S)NC(NC(=O)c2cccc(C)c2)C(Cl)(Cl)Cl)c1 (centres undefined)
→ -7, nt
> CS(=O)(=O)N1CCN(c2ccccc2NC(=O)Cc2ccc(Cl)cc2)CC1
→ -5, 85
> COC(=O)CNC(=O)c1cccc([N+](=O)[O-])c1
→ 5, nt
> COc1ccc(CSc2nnnn2Cc2ccccc2)cc1OC
→ 3, 95
> COc1ccc(NC(=O)c2ccc(OC)c(OC)c2)cc1Cl
→ -5, nt
> Cc1cccc(OCC(=O)NC2C3CC4CC(C3)CC2C4)c1 (centres undefined)
→ -7, nt
> O=C(CSc1ncnc2c1oc1ccccc12)N1CCc2ccccc2C1
→ 12, 86
> Cn1c(=O)c2c(ncn2CC(=O)Nc2nc(-c3ccccc3Cl)cs2)n(C)c1=O
→ 9, 102
> CC(=O)c1ccc2c(c1)C1C=CCC1C(c1ccc([N+](=O)[O-])cc1)N2 (centres undefined)
→ 10, nt
> O=C(CCCc1c[nH]c2ccccc12)N1CCCCCC1
→ 5, 97

Results follow in this order: HePTP inhibitor, BAP1 inh
> CCN(CC)C(=O)CSc1nc2ncc(Cl)cc2[nH]1
→ -5, 98
> CCc1cc(/C(Cc2ccc3ccccc3n2)=N\O)c(O)cc1O
→ nt, 119
> CCn1c(C)c(C(C)=O)c(N2CCN(c3ccccn3)CC2)nc1=S
→ -6, 123
> Cc1ccc(N(C(C)C(=O)N2CCCCC2)S(C)(=O)=O)cc1C (centres undefined)
→ 2, 97
> O=C(c1cn(CC(=O)N2CCCCC2)c2ccccc12)C1CC1
→ 6, 105
> O=C(Nc1cccc(NS(=O)(=O)c2ccccc2)c1)c1ccccc1Cl
→ 4, nt
> Clc1ccc(-c2nnc3sc(-c4ccccn4)nn23)cc1
→ 3, 94
> COC(=O)C1=C(N)Oc2cc(C)n(Cc3cccnc3)c(=O)c2C1c1ccc(OC)c(OC)c1 (centres undefined)
→ 5, 107
> Cc1sc2ncn3cnnc3c2c1C
→ 9, 131
> O=C(COC(=O)c1cccc(C(=O)OCC(=O)NC2CCCCC2)n1)NC1CCCCC1
→ 4, 81
> Cc1cc(C=O)c(C)n1-c1ccc(Cl)cc1
→ 3, nt
> O=c1c2c(nc3cc(-c4ccc(Cl)cc4)[nH]n13)CCS2
→ 96*, nt
> O=C(Cc1ccccc1)Nc1nc(-c2ccc3c(c2)Cc2ccccc2-3)cs1
→ 4, nt
> O=[N+]([O-])c1ccc(-c2ccc(/C=C/c3ccncc3)o2)cc1
→ -8, nt
> Cc1ccc(N(CC(=O)Nc2c(C)n(C)n(-c3ccccc3)c2=O)S(=O)(=O)c2ccccc2)cc1
→ 5, nt

Results follow in this order: HePTP inhibitor, BAP1 inh
> CCCOc1ccc(/C=c2\sc3nc(-c4ccco4)nn3c2=O)cc1OCC
→ 9, 69
> CCCC(=O)n1nc(-c2ccc(OC)cc2)nc1N
→ 8, 92
> CCn1c(SCC(N)=O)nnc1-c1cc2c(C)nn(-c3ccccc3)c2s1
→ -2, 100
> Cc1cc(Nc2ccccc2)n(C(=O)c2ccc([N+](=O)[O-])cc2)n1
→ 7, nt
> Cc1ccccc1OCCOc1cccc(/C=C2/SC(=S)N(C)C2=O)c1
→ -7, nt
> CCC(C)NC(=O)CCS(=O)(=O)c1ccc(Br)s1 (centres undefined)
→ -8, 104
> COC(=O)CNC(=O)c1c(-c2ccccc2Cl)noc1C
→ 2, 98
> Cc1cc(C)nc(SCNC(=O)c2ccc(F)cc2)n1
→ 6, 92
> Cn1c(=O)c2c(ncn2CC(=O)Nc2ncccn2)n(C)c1=O
→ 12, nt
> COc1ccc(OCC(=O)N2CCN(c3ccc([N+](=O)[O-])cc3)CC2)cc1
→ -16, nt
> CC(=O)Nc1ccc(NC(=O)CN2C(=O)c3ccccc3C2=O)cc1
→ -6, nt
> CN1CCN(CC(=O)C23CC4CC(CC(C4)C2)C3)CC1
→ -12, 101
> COc1ccc(OC)c(Nc2ccc3ccccc3n2)c1
→ -22, nt
> O=[N+]([O-])c1ccccc1/C=N/Nc1nnc(-c2ccccc2)c(-c2ccccc2)n1
→ -16, nt
> COc1ccc(S(=O)(=O)Nc2cc(Br)c(O)c(Br)c2)cc1
→ 4, nt

Results follow in this order: HePTP inhibitor, BAP1 inh
> Cc1nc2cc(S(=O)(=O)N(C)C)ccc2n1-c1ccccc1
→ 14&1, 143
> O=C(Nc1cccc([N+](=O)[O-])c1)c1ccc(Br)c(S(=O)(=O)NC2CCCCC2)c1
→ 2, nt
> c1cc2c(cc1Oc1nc(N3CCOCC3)nc(N3CCOCC3)n1)OCO2
→ 14, 104
> Cc1onc(-c2ccccc2)c1C(=O)Nc1c(C)n(C)n(-c2ccccc2)c1=O
→ -10, 94
> CC(=NC1CCCCC1)C1=C(O)c2ccccc2C1=O
→ 8&-13, 105
> CN1C(=O)CC2(CC(=O)N(Cc3ccccc3)C2)C1=O (centres undefined)
→ 0, 141
> Cc1nnc(N2CCN(Cc3ccccc3)CC2)[nH]c1=O
→ 7, 97
> Cc1ccc(NC(=O)N2CCC(NC(=O)c3ccccc3C)CC2)cc1
→ 6, 107
> COc1ccc(S(=O)(=O)Nc2ccc3ccccc3c2)cc1OC
→ -11, nt
> O=C1CSC(c2ccc(Cl)c(Cl)c2)N1CC12CC3CC(CC(C3)C1)C2 (centres undefined)
→ -5, nt
> O=C(c1ccccc1F)N1CCN(S(=O)(=O)c2ccccc2)CC1
→ -6, nt
> COc1ccccc1NC(=O)C(=O)N/N=C/c1ccc(C(=O)O)cc1
→ -4, nt
> CC(=O)c1ccc(N2C(=O)c3cccc([N+](=O)[O-])c3C2=O)cc1
→ nt, 123
> NC1=C(Cl)C(=O)c2c(cccc2[N+](=O)[O-])C1=O
→ 7, nt
> Cc1ccc(N2CCCn3c2nc2c3c(=O)n(CCN3CCOCC3)c(=O)n2C)cc1
→ -1, 97

Results follow in this order: HePTP inhibitor, BAP1 inh
> O=C(Nc1ccc(Br)cc1)c1ccc(Cl)c(S(=O)(=O)N2CCCCCC2)c1
→ nt, 57
> Cc1ccc(C2NC(=O)NC3=C2CCc2ccccc23)cc1 (centres undefined)
→ 2, 144
> CCCS(=O)(=O)N1CCCC(C(=O)NCCN2CCC(Cc3ccccc3)CC2)C1 (centres undefined)
→ 8, 112
> Cn1c(CCNC(=O)OC(C)(C)C)n[nH]c1=S
→ 6, 103
> CCOc1ccc(Cc2nc(-c3nonc3N)no2)cc1OCC
→ 7, 81
> O=C(NC1CCCCC1)c1noc2c1CCCCC2
→ 11, 102
> Cc1occc1-c1nnc(SCC(=O)Nc2ccc3c(c2)OCO3)n1CC1CCCO1 (centres undefined)
→ -11, 92
> CCOc1cc(-c2noc(-c3cccnc3)n2)ccc1OC
→ 0, 95
> CC(=O)Nc1nc(SCCCc2ccccc2)n[nH]1
→ 9, 117
> CC(C)(C#N)NC(=O)c1ccco1
→ 10, 82
> O=C(Nc1ccc(F)c([N+](=O)[O-])c1)c1cccc2ccccc12
→ 0, nt
> COc1ccc(C)cc1S(=O)(=O)N1CCC(C)CC1
→ -10, 105
> CCOC(=O)N1CCN(C(=O)c2c(-c3ccccc3)noc2C)CC1
→ 16, 100
> c1cncc(CN2CCN(Cc3c[nH]c4ccccc34)CC2)c1
→ 2, nt
> CCOC(=O)c1c(NC(=O)C2(C)CC2(Br)Br)sc(C)c1-c1ccccc1 (centres undefined)
→ -11, nt

Results follow in this order: HePTP inhibitor, BAP1 inh
> Cc1ccc(NC(=O)CN(C)S(=O)(=O)c2cccc3nsnc23)cc1
→ 3, 87
> CCOC(=O)N1CCC(NS(=O)(=O)c2cc(Br)cnc2N)CC1
→ -7, 92
> O=C(Cc1ccccc1)N1CCC(c2nc(-c3ccc(F)cc3)no2)CC1
→ -2, 101
> O=C1NC(=S)S/C1=C/c1ccc(O)c(Br)c1
→ 104*, nt
> O=C(Nc1cc(C(=O)Nc2ccc(Cl)cc2)cc(C(=O)Nc2ccc(Cl)cc2)c1)c1ccc([N+](=O)[O-])cc1
→ 3, nt
> CCOC(=O)c1c(-c2ccccc2)oc2cc(Br)c(OCC(N)=O)cc12
→ -10, nt
> CCc1nnc(NC(=O)CSc2nnnn2-c2cccc(C(=O)OC)c2)s1
→ 3, 95
> CCN(CC)C(=O)CSc1nc(O)cc(=O)[nH]1
→ 3, nt
> CCOc1ccc(NC(=O)CN(C)c2nnnn2-c2ccccc2)cc1OCC
→ 10, nt
> O=C(O)c1oc2ccccc2c1CSc1ccccn1
→ 7, 93
> O=C(CSc1nc2ccccc2s1)Nc1ccccc1F
→ -1, nt
> Cc1nc(Sc2cccn2C)c(C(F)(F)F)c(=O)[nH]1
→ 7, 75
> CCc1nnc(NC(=O)C2CCC2)s1
→ 8, 92
> COc1ccc(S(=O)(=O)N2CCOCC2)cc1C(=O)Nc1cc(C)on1
→ -9, 65
> CSc1nc(N2CCOCC2)c2ccccc2n1
→ 0, 86

Overlap with the part before: 3 entries, followed by the next part.
Results follow in this order: HePTP inhibitor, BAP1 inh
> CCc1nnc(NC(=O)C2CCC2)s1
→ 8, 92
> COc1ccc(S(=O)(=O)N2CCOCC2)cc1C(=O)Nc1cc(C)on1
→ -9, 65
> CSc1nc(N2CCOCC2)c2ccccc2n1
→ 0, 86
> COc1cccc(C2C(C(C)=O)=C(O)C(=O)N2CCN2CCNCC2)c1 (centres undefined)
→ -1, nt
> CCCNC(=O)c1cc2nc(-c3ccc(OC)cc3)cc(C(F)(F)F)n2n1
→ 3, nt
> Cc1cc(=O)n2[nH]c(C)c(-c3ccc(Cl)cc3)c2n1
→ 0, 93
> CCOC(=O)C1CCN(C(=O)Nc2ccc3oc(C)nc3c2)CC1
→ 12, 139
> C=CCn1c(=O)c2ccccc2n2c(SC(C)C(=O)Nc3nc(-c4ccccc4)cs3)nnc12 (centres undefined)
→ 10, 82
> CC12CCC3(CO)COC(c4ccccc4O1)C2C3 (centres undefined)
→ 12, 124
> CCOc1ccccc1NC(=O)CSc1nc2c(c(=O)n1C)SC(C)C2 (centres undefined)
→ 5, 76
> CCOc1ccc(S(=O)(=O)Nc2ccc(Cl)cc2)cc1
→ 14, nt
> CCOc1cccc(-c2nc(C(N)=O)c3[nH]c(=O)n(-c4cccc(Cl)c4)c3n2)c1O
→ -2, 94
> FC(F)(F)c1nnc2sc(-c3ccccn3)nn12
→ 4, 102
> CN(C)C(CNC(=O)c1cccs1)c1cccnc1 (centres undefined)
→ 11, 88
> COc1ccc2nc(SCC(=O)Nc3ccccc3)[nH]c2c1
→ 12, nt
> O=C1C2ON(c3ccc(Cl)cc3)C(c3cc(Br)ccc3O)C2C(=O)N1c1ccccc1 (centres undefined)
→ 4, nt
> Fc1cccc(Cl)c1Cc1noc(-c2ccccc2Br)n1
→ 0, nt
> CCc1sc(C(=O)N2CCN(S(C)(=O)=O)CC2)cc1Br
→ 6, 88

Results follow in this order: HePTP inhibitor, BAP1 inh
> CCCS(=O)(=O)c1nnnn1-c1cccc(OC)c1
→ 9, 81
> Cc1cncn1CCc1nc2c3ccccc3nc(=S)n2[nH]1
→ 4, 89
> O=C1C2C3C=CC(C4CC34)C2C(=O)N1c1ccccc1Cl (centres undefined)
→ 7, nt
> Cc1cccc(C)c1NC(=O)N1CCC(n2cnc3ccccc32)CC1
→ 2, 104
> Cc1nn(-c2ccc(C(=O)O)cc2)c(N)c1-c1ccccc1
→ 5, 100
> c1ccc(-c2cn3c(n2)SCC3)cc1
→ nt, 181
> Cc1c(NC(=O)CN2C(=O)c3ccccc3C2=O)c(=O)n(-c2ccccc2)n1C
→ 17, 97
> c1cc(CSc2nc3ccccc3[nH]2)nc(CSc2nc3ccccc3[nH]2)c1
→ -7, nt
> COc1ccc(N2C(=O)C(Cl)=C(N3CCCC3)C2=O)cc1
→ -7, 67
> O=C1CC(c2cccnc2)c2cc3c(cc2N1)OCO3 (centres undefined)
→ 10, 101
> Cc1ccccc1NC(=O)c1cnc2ccccn2c1=O
→ 3, 102
> O=C(CCN1CCOCC1)Nc1ccc2c(c1)CCC2
→ 5, 77
> NNC(=O)CCc1nc2ccccc2[nH]1
→ -4, nt
> Cn1c(-n2c(CCN3C(=O)c4ccccc4C3=O)nc3ccccc3c2=O)nc2ccccc21
→ -6&-15, 85
> CCOCC(=O)Nc1cccc(C(=O)OCC)c1
→ 11, 114

Results follow in this order: HePTP inhibitor, BAP1 inh
> CCCc1nc(SCC(=O)Nc2cc(Cl)ccc2OC)c2c(=O)n(C)c(=O)n(C)c2n1
→ -11, 82
> Cc1ccc(S(=O)(=O)Nc2c(C)n(C)n(-c3ccccc3)c2=O)cc1C(=O)NCc1ccccn1
→ -5, 121
> N#C/C(=C/c1ccc(Sc2ccccc2)o1)C(=O)NCc1ccccc1
→ -2, nt
> COc1ccccc1C(=O)Nc1ccccn1
→ 8, 91
> CCCN1C2=NS(=O)(=O)CCN2c2ccccc21
→ -8, 91
> C=CCn1c(=N)n(CCO)c2ccccc21
→ nt, 100
> COc1ccc(N2C(=O)/C(=C/c3ccc(OCc4ccccc4F)c(OC)c3)C(=O)NC2=S)cc1
→ -2, nt

Rewritten field by field: 4 of the compounds above
> O=C(Nc1cccc([N+](=O)[O-])c1)c1ccc(Br)c(S(=O)(=O)NC2CCCCC2)c1
  HePTP inhibitor: 2
  BAP1 inh: nt
> c1cc2c(cc1Oc1nc(N3CCOCC3)nc(N3CCOCC3)n1)OCO2
  HePTP inhibitor: 14
  BAP1 inh: 104
> Cc1onc(-c2ccccc2)c1C(=O)Nc1c(C)n(C)n(-c2ccccc2)c1=O
  HePTP inhibitor: -10
  BAP1 inh: 94
> CC(=NC1CCCCC1)C1=C(O)c2ccccc2C1=O
  HePTP inhibitor: 8&-13
  BAP1 inh: 105
